# SRC1 TRFRET art – TR-FRET detection interference compounds, primary screen, artefact control for PPARgamma SRC-1 recruitment agonists, biochemical, TR-FRET emission ratio; TR-FRET detection artefact counter-screen; hits give high values; TR-FRET ratio at 8 µM; hit rate 0.34% among 99,000; AID 1051, 2008; in the data active = TR-FRET ratio above about 2300; note: inactives centre near 1800
# SRC3 TRFRET art – TR-FRET detection interference compounds, artefact control for PPARgamma SRC-3 recruitment agonists, biochemical, TR-FRET ratio | hit rate 0.39% among 99,000 | TR-FRET ratio at 8 µM | TR-FRET artefact counter-screen, PPARgamma/SRC-3 format; hits give high values; in the data active = TR-FRET ratio above about 2000; note: inactives centre near 1600
# * hit, by the source's call; & = joins results of further samples. These rows are one share of the data, so the mix of outcomes need not match the whole.
Compound,SRC1 TRFRET art,SRC3 TRFRET art
COc1cccc(CNC(=O)CCNS(=O)(=O)c2cccs2)c1,1849,1607
COc1cc(CN2CCN(CCc3ccccc3)C(CCO)C2)cc(OC)c1 (centres undefined),2027,1626
CC(=O)/C=C/c1ccccc1O,1815,1812
CC(C)(C)c1cc(Br)c(O)c(N=Nc2ccc(S(=O)(=O)N3CCOCC3)cc2)c1,1900,1563
CCn1c(-c2ccncc2)n[nH]c1=S,2066,1567
COc1cc(OC)cc(C(=O)N2CCC(N3CCN(c4ccccc4OC)CC3)CC2)c1,1669,1520
CC(C)(C)NC(=O)COC(=O)/C=C/c1ccc(F)cc1,1798,1585
COc1ccc(N2CCN(C(=S)NC(C)c3ccccc3)CC2)cc1 (centres undefined),2039,1591
CSc1nc2c(c(=O)[nH]1)C(c1cccc(Br)c1)CC(=O)N2 (centres undefined),1628,1568
COc1cc(NC(=O)CSc2c3c(nc4ccccc24)CCC3)cc(OC)c1OC,1621,1652
CCOC(=O)c1ccc(NC(=S)NCCc2ccccc2F)cc1,1847,1548
Nc1nnc(SCC(=O)OCC(=O)Nc2ccccc2)s1,1608,1510
CCN1CCCC1CNC(=O)C(=O)NC(C)c1ccccc1 (centres undefined),1721,1533
Fc1cccc(F)c1-n1c(CN2CCCCC2)csc1=S,1909,1681
COc1ccc(NC(=O)c2ccc3c(=O)n(-c4ccc(OC)cc4OC)c(=S)[nH]c3c2)cc1,1599,1604
N#C/C(=C/c1ccc(Br)s1)C(=O)NCCc1c[nH]c2ccccc12,2073,1856
COC(=O)c1cc(C(=O)N2CCN(c3cccc(Cl)c3)CC2)cc([N+](=O)[O-])c1,1568,1480
O=C(COC(=O)CCC1CCCC1)Nc1ccccc1OC(F)F,1675,1447
C[C@H](CO)NC(=O)[C@@H]1C[C@H]1[C@@H](NP(=O)(c1ccccc1)c1ccccc1)c1ccccc1,1609,1695
CCc1cccc(NC(=O)CSc2nc3c(c(=O)[nH]2)CCCC3)c1,1803,1743
O=C(c1cn(-c2ccccc2)nc1-c1ccccc1)N1CCOCC1,1838,1572
CCOc1ccc(OCCCCn2ccnc2)cc1,1599,1639
Cc1cccc(Cc2ccc(Cl)nn2)c1,1658,1437
Cc1c(Cl)c([N+](=O)[O-])nn1CCCC(=O)Nc1cccc(Cl)c1Cl,1850,1410
COCc1cc(C)nc(OCC(=O)N/N=C/c2ccc(O)cc2)c1C#N,1882,1638
COc1cc(/C=N/NC(=O)c2ccc(F)cc2)ccc1OC(=O)c1ccco1,1596,1469
CCC(C)(C(=O)NC1CCCC1)N(C(=O)CC1NC(=O)NC1=O)c1c(C)n(C)n(-c2ccccc2)c1=O (centres undefined),1634,1570
Cc1ccc2[nH]c(=O)c(CN(CCCN3CCOCC3)C(=O)Nc3cccc(Cl)c3)cc2c1,1957,1553
O=C(c1ccc(N2CCCC2)c([N+](=O)[O-])c1)N1CCN(c2ccccn2)CC1,1852,1630
O=C1C=C(NNC(=O)c2ccncc2)CC(c2ccccc2)C1 (centres undefined),1766,1674

# Molecules from the list above with an aryl thioether with sulfur outside any ring:
Compound,SRC1 TRFRET art,SRC3 TRFRET art
CSc1nc2c(c(=O)[nH]1)C(c1cccc(Br)c1)CC(=O)N2 (centres undefined),1628,1568
COc1cc(NC(=O)CSc2c3c(nc4ccccc24)CCC3)cc(OC)c1OC,1621,1652
Nc1nnc(SCC(=O)OCC(=O)Nc2ccccc2)s1,1608,1510
CCc1cccc(NC(=O)CSc2nc3c(c(=O)[nH]2)CCCC3)c1,1803,1743

# (more compounds)
Compound,SRC1 TRFRET art,SRC3 TRFRET art
CCN(CC)c1c([N+](=O)[O-])c(=O)oc2ccccc12,1723,1546
O=C(c1ccc(Cl)c(Cl)c1)N1CCC(=O)N(C(COCc2ccc(Cl)cc2)Cc2ccccc2)CC1 (centres undefined),1584,1524
O=C(/C=C/c1cc([N+](=O)[O-])ccc1OC(F)F)Nc1cccc2ccccc12,1814,1690
CC1CCN(C(=O)CCc2nnc(-c3ccccc3)o2)CC1,1748,1537
CCN(CC)c1ccc(/C=N/NC(=O)CN2CCCc3ccccc32)cc1,1513,1450
Cn1cccc1/C=N/n1c(-c2ccco2)n[nH]c1=S,1677,1384
CSc1cnc2c(=O)n(C)c(=O)[nH]c2n1,2010,1771
CN(C)S(=O)(=O)c1ccc(Cl)c(NC(=O)COC(=O)CN2C(=O)C3CCCCC3C2=O)c1 (centres undefined),1673,1369
COc1cccc(CC(=O)N[C@@H](CCSC)c2nc3ccccc3[nH]2)c1,1548,1454
COc1ccc(C2CC(c3cccs3)=NN2C(=O)COC(=O)c2cncc(Br)c2)cc1OC (centres undefined),2246,2284*
O=C(CCN1C(=O)/C(=C/C=C/c2ccccc2)SC1=S)Nc1ccccn1,1696,1652
O=C(NC(Cc1ccccc1)C(=O)O)/C(=C/c1ccccc1)NC(=O)c1cccc(Br)c1 (centres undefined),1857,1700
Cc1cc(C(=O)CSc2nnnn2-c2ccc(O)cc2)c(C)n1C,2068,1522
COc1ccc(N2C(=O)C(F)(F)C2c2ccc(C)cc2)cc1OC (centres undefined),1560,1642
NC(=S)N/N=C/c1ccccc1OCCSc1ccc(Cl)cc1,1913,1587
CC(C)OC(=O)CCC/C=C\C[C@@H]1[C@@H](CC[C@@H](O)CCc2ccccc2)[C@H](O)C[C@@H]1O,2088,1562
O=C1NC(=O)C(c2ccccc2)(c2ccccc2)N1,1772&1639,1724&1515
Clc1ccc(OCCCCN2CCc3ccccc3C2)cc1,1762,1567
COc1ccccc1CN(C)C(C)C(=O)Nc1cccc(C(C)=O)c1 (centres undefined),1797,1570
CCSc1ccccc1C(=O)Nc1ccc([N+](=O)[O-])cc1OC,1500,1420
CCOc1cc2c3c(c1)C(C)=CC(C)(C)N3C(=O)C2=O,1638,1474
CCN(CC)C(=O)CSc1nnc(-c2cccc(OC)c2)o1,1820,1514
Cc1cc(C)c2[nH]c(=O)c(CN(CC3CCCO3)C(=S)NCc3ccco3)cc2c1 (centres undefined),1781,1574
Cc1cc(-c2nn(-c3ccccc3F)cc2CN2CCN(c3ccncc3)CC2)c(C)s1,1950,1620
Cc1ccccc1C(=O)NNC(=O)Nc1ccccc1,1775,1535
COc1ccc(-c2[nH]ncc2CNCc2cc(C)n(C)n2)c(F)c1,1777,1650
Cc1ccc(NC(=O)CCC(=O)OCc2ccc(Br)cc2)cc1,1872,1638
CCOC(=O)c1cc(CC)sc1NC(=O)CC1SC(N)=NC1=O (centres undefined),2044,1724
O=C(NCCOc1ccccc1)C(=O)NCC1CCCO1 (centres undefined),1850,1700
Cc1ccc(S(=O)(=O)/N=C2\CN(C)C(=O)N2C)cc1,1908,1881
O=[N+]([O-])c1cc(-c2nnc(-c3ccccc3)o2)ccc1Oc1ccc(Cl)cc1,1442,1423
CS(=O)(=O)c1ccccc1-c1nc(-c2cccc(Cl)c2)no1,1820,1490
CCOc1cc(C(N)=O)cc(Cl)c1OCC,1869,1667
COc1cc2c(cc1NC(=O)CSc1nccn1C)oc1ccccc12,1808,1458
CC1Cc2nc(SCC(=O)Nc3ccc4c(c3)OCO4)n(CCc3ccccc3)c(=O)c2S1 (centres undefined),1921,1668
CN(C)C(=O)NC(Nc1cccc([N+](=O)[O-])c1)C(Cl)(Cl)Cl (centres undefined),1859,1448
Cc1[nH]c2ccc(F)cc2c1CCN(Cc1ccncc1)C(=S)Nc1ccccc1,1742,1659
Cc1ccc(N=C2NC(=O)S/C2=C\c2ccco2)cc1,1893,1628
COC(=O)COc1ccc(-n2cnnn2)cc1,1577,1497
O=C(CN1CCN(Cc2ccc(F)cc2Cl)C1=O)NCc1cccs1,1787,1729
Cc1ccccc1-n1ncc(C(C)NC(=O)c2ccccc2)c1C (centres undefined),1871,1504
O=C(COC(=O)c1cccc(Br)c1)NCCC1=CCCCC1,1928,1482
O=C(COC(=O)c1ncc(Cl)c(Cl)c1Cl)c1ccc(Cl)s1,1876,1769
Cc1ccccc1NC(=O)COC(=O)c1cc(=O)c2ccccc2o1,1536,1496
Cc1ccc(CN2C(=O)S/C(=C\c3ccccc3OCC(=O)O)C2=O)cc1,1604,1452
CCCn1c(=N)n(CC(=O)c2cccs2)c2ccccc21,1927,1679
COc1ccc(NC(=O)NNc2cc(N3CCOCC3)nc(N3CCOCC3)n2)cc1,1730,1523
COc1ccc(-c2nc3ccccc3c(=O)n2NC(=O)Cc2ccccc2)cc1,2098,1605
CCOC(=O)C1=C(O)/C(=C/c2cccc(OC)c2O)N=C1C,2067,2061*
CCOc1ccc(C(=O)NCCCN2CCOCC2)cc1OCC,1866,1571

# More compounds.
Compound,SRC1 TRFRET art,SRC3 TRFRET art
CC(=O)Nc1ccc(NC(=O)CSc2nc3ccccc3o2)cc1,1611,1638
CCOC(=O)CSc1nc(C)c(C(C)=O)cc1C(N)=O,1724,1479
Cc1cc(C)c(-c2csc(NC(=O)/C=C/c3cccs3)n2)c(C)c1,1617,1659
CCOc1ccc(CNCCc2ccc(S(N)(=O)=O)cc2)cc1,1386,1418
CCOC(=O)N1CCN(C(=O)Cn2cc3c(n2)CCCC3)CC1,1699,1502
COc1ccc(CCNC(=O)CSc2nnc(NC(C)=O)s2)cc1OC,1631,1702
CC(C)(C)n1nnnc1C(c1cccnc1)N1CCN(c2ccccn2)CC1 (centres undefined),1833,1514
CCc1ccc(C(=O)COC(=O)c2cccnc2Cl)cc1,1782,1504
O=C(Cc1ccccc1[N+](=O)[O-])N1CCN(c2ccc(F)cc2)CC1,1726,1507
CCCCN1CN(Cc2ccco2)CNC1=S,1804,1558
COC(C(=O)NC(C(C)C)C(C)C)c1ccccc1 (centres undefined),2015,1731
CC(C(=O)Nc1c2c(cc3c1CCC3)CCC2)N1CCCC1 (centres undefined),1876,1575
COc1ccc(OC)c(/C=N/NC(=O)c2cc(-c3ccc(C)o3)nc3ccccc23)c1,1763,1472
CC(=O)N1CCc2cc(S(=O)(=O)NC(C(=O)Nc3ccc4c(c3)OCCO4)C(C)C)ccc21 (centres undefined),1440,1579
COc1ccc(NC(=O)Nc2c(SC)nsc2SC)cc1,1873,1692
Oc1[nH]c2c(Cl)cc(Cl)cc2c1N=NC(=S)NCC1CCCO1 (centres undefined),1782,1618
O=C(CNc1cccc2ccccc12)N/N=C/c1ccc(OC(=O)/C=C/c2ccco2)cc1,2111,1801
CC1CCN(Cc2nc(Cl)c3c4c(sc3n2)CCC4)CC1,2123,1631
CCCC(=O)Nc1cccc(NC(=O)c2ccc([N+](=O)[O-])cc2Cl)c1,2023,1702
NC(=O)COC(=O)CC12CC3CC(CC(Br)(C3)C1)C2,1769,1566

# Quoted at random: two compounds from above.
Compound,SRC1 TRFRET art,SRC3 TRFRET art
CC1CCN(Cc2nc(Cl)c3c4c(sc3n2)CCC4)CC1,2123,1631
NC(=O)COC(=O)CC12CC3CC(CC(Br)(C3)C1)C2,1769,1566

# Next entries follow:
Compound,SRC1 TRFRET art,SRC3 TRFRET art
COc1cccc(CN2CCN(Cc3[nH]c4ccccc4c3C)CC2CCO)c1 (centres undefined),1742,1509
CCNC(=O)COC(=O)c1cc(C)nc2ccccc12,1970,1413
CCOC(=O)c1sc2nccc(OC)c2c1N=CN(C)C,2060,1529
CCN(C(=O)CN(C)Cc1c(F)cccc1Cl)c1c(N)n(Cc2ccccc2)c(=O)[nH]c1=O,2027,1745
CCCCOc1ccc(C(=O)OCC(=O)Nc2cc(C)c(C)cc2[N+](=O)[O-])cc1,1838,1416
Cc1ccc(-c2ccc(S(=O)(=O)N3CCCC3)cc2)cc1,2114,1601
Cc1cccc(NC(=S)N/N=C/C(C)c2ccccc2)c1C (centres undefined),1551,1541
COc1cc2c(cc1OC)C(c1cc([N+](=O)[O-])ccc1O)NCC2 (centres undefined),1755,1515
CCCn1c(SCC(=O)NC(C)c2ccccc2)n[nH]c1=O (centres undefined),1812,1748
O=C(COc1ccc(Cl)cc1)Nc1nc(-c2cccs2)cs1,1908,1783
COc1ccc(C2C(=O)c3ccccc3C2=O)cc1OC,1641,1570
CCC(=O)NC(=S)Nc1ccc(NC(=O)c2ccc([N+](=O)[O-])cc2Cl)cc1,1989,1631
COc1ccc(NS(=O)(=O)c2ccc(NC(=O)c3ccc(Br)cc3)cc2)nn1,1672,1453
COc1ccccc1-c1ccc(SCC(=O)NCCc2ccccc2)nn1,1520,1446
N#C/C(=N\Nc1cccc(F)c1)C(=N)N1CCCCCC1,1990,1672
COc1ccc(Cl)cc1NC(=O)CN(C)C(=O)COc1ccccc1F,1847,1465
COCC(=O)Nc1ccc(OCc2ccccc2)cc1,2103,1478
O=C(CSc1ccc2nnc(-c3cccc(F)c3)n2n1)N1CCCc2ccccc21,1604,1682
COc1ccc(N2C(=O)CCC(C(=O)N3CCN(c4ccccn4)CC3)C2c2ccc(F)cc2)cc1 (centres undefined),1969,1285
Cc1cc(S(=O)(=O)N2CCN(c3ncccn3)CC2)ccc1-n1cnnn1,1942,1425
O=S(=O)(/N=C(/Nc1ccc(F)cc1F)c1ccccc1)c1ccccc1,1720,1512

# Record cards, from the list above.
# Record of O=C(CSc1ccc2nnc(-c3cccc(F)c3)n2n1)N1CCCc2ccccc21 : SRC1 TRFRET art: 1604; SRC3 TRFRET art: 1682
# Record of COc1ccc(NS(=O)(=O)c2ccc(NC(=O)c3ccc(Br)cc3)cc2)nn1 : SRC1 TRFRET art: 1672; SRC3 TRFRET art: 1453
# Record of COc1ccc(C2C(=O)c3ccccc3C2=O)cc1OC : SRC1 TRFRET art: 1641; SRC3 TRFRET art: 1570

# Assay outcomes as filed in PubChem.
